# pPAFAH FP inh – inhibitors of human plasma PAF acetylhydrolase (pPAFAH) | recombinant pPAFAH, FP-rhodamine probe fluorescence polarization | inhibition, % at 3.39 µM | 1.5% of 330,000 active;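 active = inhibition above the mean inhibition across the screen plus 3 SD, cut at about 25% in these data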;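 note: inhibitors block binding of the rhodamine activity-based probe so polarization drops; 0% = enzyme with DMSO and 100% = wells lacking pPAFAH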
# Target sequence (Q13093 whole entry, looked up): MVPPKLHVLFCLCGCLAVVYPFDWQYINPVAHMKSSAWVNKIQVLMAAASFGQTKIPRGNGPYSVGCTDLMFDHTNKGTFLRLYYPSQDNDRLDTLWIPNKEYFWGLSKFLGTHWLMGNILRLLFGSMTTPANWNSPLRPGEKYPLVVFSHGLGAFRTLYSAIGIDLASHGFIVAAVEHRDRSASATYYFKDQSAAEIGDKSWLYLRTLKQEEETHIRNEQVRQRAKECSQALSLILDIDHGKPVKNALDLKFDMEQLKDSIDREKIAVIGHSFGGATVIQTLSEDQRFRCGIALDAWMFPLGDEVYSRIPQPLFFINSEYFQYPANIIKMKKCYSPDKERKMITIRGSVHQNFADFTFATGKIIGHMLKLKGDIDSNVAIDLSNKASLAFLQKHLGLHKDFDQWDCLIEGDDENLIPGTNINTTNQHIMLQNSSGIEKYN
# PAFAH1B3 inh – inhibitors of human PAFAH1B3 | Q15102 | recombinant PAFAH1B3, FP-rhodamine probe, fluorescence polarization | inhibition, % at 3.39 µM | 0.28% of 340,000 active | AID 492972;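 active = inhibition above the screen-wide average of all tested compounds plus 3 SD, cut at about 25% in these data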;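 note: 0% = enzyme with DMSO only and 100% = wells lacking PAFAH1B3 protein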
# Target sequence (Q15102 whole entry, looked up): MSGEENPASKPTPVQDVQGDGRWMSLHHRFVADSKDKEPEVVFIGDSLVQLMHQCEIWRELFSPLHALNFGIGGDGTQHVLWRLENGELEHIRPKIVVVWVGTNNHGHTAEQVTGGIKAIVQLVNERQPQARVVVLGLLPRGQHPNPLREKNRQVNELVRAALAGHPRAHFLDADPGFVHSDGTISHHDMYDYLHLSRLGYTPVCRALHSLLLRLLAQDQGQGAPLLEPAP
# PAFAH1B2 inh – blocks human PAF acetylhydrolase 1b catalytic subunit 2 | 1.2% of 340,000 active | recombinant PAFAH1B2, FP-rhodamine activity probe, fluorescence polarization | inhibition, % at 3.39 µM | P68402;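 active = inhibition above the mean of all tested compounds plus 3 SD, cut at about 24% in these data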;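 note: 0% = enzyme with DMSO and 100% = wells lacking PAFAH1B2; many of its hits are not listed in these tables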
# LYPLA1 inh – counter-screen for PME1 inhibitors: inhibitors of human LYPLA1; O75608; recombinant LYPLA1, FP-Rh probe fluorescence polarization; inhibition, % at 5.9 µM; 0.16% of 320,000 active; AID 2174;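 active = inhibition above the mean of all tested compounds plus 3 SD, set per campaign, cut at about 14% in these data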;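 note: inhibitors block serine hydrolase probe labeling of LYPLA1 so polarization falls; 0% = enzyme with DMSO and 100% = wells lacking LYPLA1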
# PAFAH2 FP inh – PAFAH2 (human) inhibition; Q99487; recombinant PAFAH2, FP-rhodamine activity probe, fluorescence polarization; inhibition, % at 3.39 µM; 0.99% of 340,000 active;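 active = inhibition above the mean over all tested compounds plus 3 SD, cut at about 30% in these data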;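 note: inhibitors block probe labeling of enzyme so polarization drops; 0% = enzyme with DMSO and 100% = wells lacking PAFAH2 protein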
# LYPLA2 counter – blocks human lysophospholipase 2, a PME1 counter-screen. AID 2177. 0.38% of 320,000 active. recombinant LYPLA2, FP-Rh probe fluorescence polarization. inhibition, % at 5.9 µM. O95372;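 active = inhibition above the screen-wide mean plus 3 SD, limit set per campaign, cut at about 26% in these data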;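 note: 0% = LYPLA2 with DMSO and 100% = wells lacking LYPLA2 enzyme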
# Target sequence (O95372 whole entry, looked up): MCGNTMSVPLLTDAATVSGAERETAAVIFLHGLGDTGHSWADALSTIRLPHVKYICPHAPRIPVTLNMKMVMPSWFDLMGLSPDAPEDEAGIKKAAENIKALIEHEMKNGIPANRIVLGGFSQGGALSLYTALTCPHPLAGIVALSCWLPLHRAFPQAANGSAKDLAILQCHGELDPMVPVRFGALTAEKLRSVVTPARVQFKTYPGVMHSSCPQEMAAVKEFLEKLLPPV
# PAD4 FP inh – PAD4 (human) enzyme inhibition; 0.41% of 330,000 active; recombinant PAD4, RCA probe fluorescence polarization; inhibition, % at 6.36 µM; Q9UM07;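 active = percent inhibition above a cutoff equal to the mean of all tested compounds plus 3 SD, cut at about 15% in these data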;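 note: 0% = PAD4 with RCA probe and DMSO and 100% = probe without PAD4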
# PME-1 primary – blocks human protein phosphatase methylesterase 1 | Q9Y570 | recombinant PME-1, FP-Rh probe fluorescence polarization | inhibition, % at 5.9 µM | 0.53% of 320,000 active | AID 2130;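 active = inhibition above the campaign mean of all compounds plus 3 SD, cut at about 26% in these data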;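 note: competitive labeling of PME-1 active site by serine hydrolase directed probe; 0% = PME-1 with DMSO and 100% = wells lacking PME-1 enzyme; inhibitors block probe labeling so polarization falls and inhibition rises; many of its hits are not listed in these tables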
# GSTO1 counter – blocks human GSTO1 in RBBP9 counter-screen; inhibition, % at 5.96 µM; recombinant GSTO1, activity-based probe fluorescence polarization; 1.1% of 300,000 active; AID 1974; P78417;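 active = inhibition above the campaign mean inhibition plus 3 SD, cut at about 35% in these data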;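 note: 0% = GSTO1-1 with DMSO and 100% = wells lacking GSTO1-1 enzyme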
# An asterisk follows results filed as active; . = not tested or not shown. An excerpt; the hit share may differ from the screen's.
SMILES,pPAFAH FP inh,PAFAH1B3 inh,PAFAH1B2 inh,LYPLA1 inh,PAFAH2 FP inh,LYPLA2 counter,PAD4 FP inh,PME-1 primary,GSTO1 counter
COc1ccc2c(C)cc(SCn3nnc4ccccc4c3=O)nc2c1,-2.1,8.1,5.1,-0.9,-4.2,6.2,0.2,-3.9,3.1
CCOC(=O)Cc1csc(NC(=O)Nc2cccc(OC)c2)n1,1.8,4.3,-1.8,1.2,-3.0,4.2,1.9,19.8,-3.5
O=C(CCc1nnc2n(Cc3ccccc3Cl)c(=O)c3ccccc3n12)NCCCN1CCOCC1,-0.1,-0.8,5.0,1.7,3.8,1.0,0.4,2.1,3.1
CCOC(=O)C1=C(C)NC(=O)NC1c1ccc2c(c1)OCO2 (configuration not stated),3.8,8.3,2.4,0.6,-1.3,0.2,-0.2,0.1,-10.6
CCS(=O)(=O)C1=NN2C(=N)/C(=C\c3ccc(OS(=O)(=O)c4ccccc4)cc3)C(=O)N=C2S1,12.9,0.7,19.6,-4.9,5.5,-6.8,-0.4,-17.9,-32.4
CCOC(=O)C1CCCN(C(=O)c2cc3c(OC)c(OC)c(OC)cc3[nH]2)C1 (configuration not stated),8.1,2.6,6.4,4.7,6.9,10.7,-3.9,-1.0,4.0
CCOCCCn1c(=S)[nH]c2cc(C(=O)N3CCC(C(N)=O)CC3)ccc2c1=O,1.9,1.5,-5.0,-5.8,1.5,0.3,-0.2,2.4,7.6
CCCc1ccc2oc(C(=O)NCCCN3CCOCC3)c(C)c2c1,8.9,6.8,-1.8,-0.6,-0.2,-1.2,-8.3,-0.8,-0.2
O=C(Cn1ccc(C(F)(F)F)n1)Nc1cccc(S(=O)(=O)N2CCCCC2)c1,3.6,-1.8,6.4,1.8,6.1,-5.8,3.3,-6.5,2.2
COC(=O)c1cn(CC(=O)NCc2cccs2)c2ccccc12,2.5,4.7,-1.6,0.4,-3.7,-4.2,4.3,-3.0,-1.0
COc1ccc(CCC(=O)Nc2ccc(S(=O)(=O)N3CCCC3)cc2)cc1OC,-2.0,2.6,-2.3,0.2,2.5,1.7,-0.6,4.8,.
CCOC(=O)c1c(C)[nH]c(C2=NNC(=Nc3ccccc3OC)SC2)c1C,17.3,6.7,-2.8,-7.7,-0.7,-7.1,-17.0,21.6,-9.2
CC(=O)Nc1ccc(C(=O)OCC(=O)Nc2ccccc2F)cc1,-1.7,0.6,2.1,2.2,69.0*,-6.1,-6.1,-3.7,-3.0
CCn1c(=N)n(CCO)c2ccccc21,2.8,6.8,3.4,-0.5,-0.1,3.7,-0.5,1.2,-6.7
CCS(=O)(=O)c1ccc(O)c(NC(=O)CC2(CC(=O)O)CCCC2)c1,3.0,2.0,-0.7,0.9,37.3*,1.2,-1.5,2.6,-0.4
Cc1cc(Cl)ccc1OCCCC(=O)OCC(=O)c1c(N)n(C)c(=O)n(C)c1=O,-4.8,3.6,3.8,-5.2,-7.5,-4.3,-7.6,2.9,-6.3
CCOC(=O)C(NC(=O)NCc1ccccc1OC)(OCC)C(F)(F)F (configuration not stated),0.1,0.6,2.3,8.0,-5.3,6.1,1.1,11.5,0.4
COc1ccc(OC)c(CN2CCCCCC2)c1,-0.4,-3.3,-1.0,0.8,4.0,2.0,-5.1,3.9,5.6
CCN(CC)c1ccc(C(=O)c2ccccc2C(=O)O)c(O)c1,4.8,13.5,14.3,13.1,13.1,13.4,21.1*,9.0,10.0
CCN(CC)C(=O)COc1ccc(Br)cc1Cl,3.6,9.0,7.7,0.4,-1.9,1.2,-1.7,-1.4,-0.7
CCC(c1nnc(SCC(=O)NCC2CCCO2)n1Cc1ccccc1)N(C)C (configuration not stated),4.7,0.8,2.5,4.9,1.4,3.2,-0.3,0.2,-2.4
CCNC(=S)NNC(=O)Cn1nc(C)cc1C,-0.1,4.8,7.5,3.6,-4.9,3.1,5.4,1.5,10.6
Oc1c(CNc2ccccc2)cc(COCc2ccccc2)c2cccnc12,13.9,-3.2,-4.5,.,-5.4,.,-7.1,.,.
Cc1cc2ncn(/N=C/c3ccc([N+](=O)[O-])o3)c2cc1C,6.7,-0.1,10.3,5.9,7.3,1.0,-9.2,-6.0,18.9
O=C(O)c1cccc(N2C(=O)C3CC=CCC3C2=O)c1 (configuration not stated),-3.6,2.9,4.9,-1.6,-1.2,-0.3,3.6,-3.8,3.4

# (cont.)
SMILES,pPAFAH FP inh,PAFAH1B3 inh,PAFAH1B2 inh,LYPLA1 inh,PAFAH2 FP inh,LYPLA2 counter,PAD4 FP inh,PME-1 primary,GSTO1 counter
O=C(CCNC(=O)c1ccccc1Cl)NCCc1ccc(Cl)cc1,4.6,4.4,13.6,3.1,8.2,-6.0,-6.7,-3.5,-4.9
CC1(C)CC(=O)C2=C(C1)Nc1ccccc1NC2c1ccc(F)cc1 (configuration not stated),-2.2,7.6,1.6,2.3,1.3,3.4,-6.3,5.1,2.0
CCOc1ncccc1C(=O)NCc1ccc(OC)c(OC)c1,1.7,2.2,-0.2,-1.1,-3.5,0.6,-0.8,-5.7,6.8
CCCCCC(=O)N[C@@H](c1ccccc1)[C@@H](O)C(=O)O[C@H]1C[C@@]2(O)[C@@H](OC(=O)c3ccccc3)C3[C@](C)(C(=O)[C@H](OC(C)=O)C(=C1C)C2(C)C)[C@@H](O)C[C@H]1OC[C@@]31OC(C)=O (some centres not stated),3.5,6.2,6.5,1.1,-2.0,3.8,3.5,5.7,-4.1
COCCn1c(=S)[nH]c2cc(C(=O)N3CCN(c4cccc(Cl)c4)CC3)ccc2c1=O,-1.9,3.1,-6.6,-3.3,2.9,-3.7,2.2,1.0,6.2
CCOC(=O)C1CCN(CC(O)COc2ccc(C(C)=O)cc2)CC1 (configuration not stated),2.5,-3.2,6.2,0.9,6.2,-2.4,0.8,-4.2,3.0
CCOc1ccc(-n2cc(C(=O)NCc3ccco3)c3cc(OC)c(OC)cc3c2=O)cc1,2.0,8.9,6.4,0.7,4.6,4.0,0.5,12.9,0.6
CCC1Nc2ncnc(N3CCN(c4ccccn4)CC3)c2N(Cc2ccc(Br)cc2)C1=O (configuration not stated),4.8,1.5,10.2,.,6.9,.,3.2,.,.
CCCCOC(=O)/C=C/c1c(C)[nH]c(=O)[nH]c1=O,2.3,0.2,-1.6,5.5,-2.4,-1.6,5.7,-2.0,5.3
CC1CCc2c(sc(NC(=O)CSc3nc4c(c(C(F)(F)F)n3)CCc3ccccc3-4)c2C(N)=O)C1 (configuration not stated),-0.1,12.8,1.0,1.0,-2.0,-1.2,0.5,0.2,-0.4
COc1cc2c(cc1/C=C1/NC(=O)N(c3ccccc3)C1=O)OCO2,-0.5,6.1,-2.8,3.1,-1.1,10.4,-4.4,-7.3,-4.9
O=C(CCN1C(=O)/C(=C/c2cccs2)SC1=S)Nc1ccccn1,1.5,3.4,-1.8,1.0,-3.6,-3.4,-8.9,-4.8,3.6
COc1cc2cnc(-c3ccccc3)c(C(=O)c3ccc(OCc4ccccc4)cc3)c2cc1OC,-8.5,-7.9,-0.4,.,-3.9,.,-2.0,.,.
CC1(C)CC(=O)C(C2C3=C(CC(C)(C)CC3=O)Oc3ccc4ccccc4c32)C(=O)C1 (configuration not stated),-3.5,8.3,1.6,-3.4,17.7,-6.6,-2.7,-4.5,-56.6
COc1ccc(-n2c(COc3cccc(C)c3)nnc2SCC(=O)O)cc1,4.3,7.6,10.2,4.4,6.5,7.2,8.2,3.0,3.3
CCN(C(=O)COC(=O)c1ccc(C)c(S(=O)(=O)N2CCCCC2)c1)C1CCS(=O)(=O)C1 (configuration not stated),3.0,10.6,6.7,-0.9,3.2,2.8,-4.4,0.7,7.0
CCOC(=O)Cn1c(=NC(=O)c2ccc([N+](=O)[O-])s2)sc2ccccc21,6.2,9.6,3.0,-1.8,-3.4,-0.2,-2.6,-1.8,9.6
CCCN(CC(=O)Nc1ccccc1C)C(=O)Cc1n[nH]c(=O)c2ccccc12,4.1,11.1,4.3,0.3,4.2,-1.9,-1.8,-1.5,.
[O-][n+]1onc2c1CCc1nnc(-c3ccccc3)cc1-2,1.6,77.7*,3.9,3.0,0.7,10.4,-2.7,5.7,22.2
COc1ccccc1C(=O)N(Cc1ccccc1)c1ccc(C)cc1,0.5,4.7,2.0,-3.3,-3.0,-6.2,-3.2,5.3,3.5
O=C1c2ccsc2SCCN1Cc1cccc(Cl)c1,6.2,7.5,1.0,-2.0,-3.5,-5.6,2.5,5.0,4.9
CC(=O)Nc1ccc(S(=O)(=O)N(CCCN2CCOCC2)Cc2cccs2)cc1,7.3,-1.2,2.4,6.2,0.6,1.6,-1.5,-1.2,2.6
O=C(Cn1cnc2ccccc21)Nc1ccc(SC(F)F)cc1,-6.5,1.4,5.7,-0.7,-1.8,8.6,2.4,-0.2,-1.6
O=C(NCC1CCN(C(=O)c2ccc([N+](=O)[O-])cc2)CC1)c1ccc([N+](=O)[O-])cc1,4.3,-1.7,11.0,-0.9,2.3,-2.3,-4.4,-2.6,-4.3
C=CCOc1cccc(C(=O)N2CCCC(CNS(=O)(=O)c3cccs3)C2)c1 (configuration not stated),3.7,3.0,-1.3,6.2,-1.7,16.1,-3.9,13.2,18.9

# The list continues.
SMILES,pPAFAH FP inh,PAFAH1B3 inh,PAFAH1B2 inh,LYPLA1 inh,PAFAH2 FP inh,LYPLA2 counter,PAD4 FP inh,PME-1 primary,GSTO1 counter
O=C1CCN(Cc2ccccc2)CCN1CCO,-5.8,-5.3,3.3,2.4,1.7,-1.5,-5.0,0.7,3.1
OCc1cccc[n+]1Cc1ccccc1,-4.2,-5.1,-0.4,1.7,13.1,6.8,1.4,-3.5,3.5
COc1ccc(CCN(Cc2cc3ccc(C)cc3[nH]c2=O)C(C)=O)cc1OC,3.4,6.8,-0.8,4.4,2.5,6.8,0.7,3.2,8.6
COc1ccc(/C=C2\Sc3ccc(C(=O)NCc4cccnc4)cc3N(C)C2=O)cc1OC,7.7,4.2,-2.2,7.1,-5.6,27.5*,-0.8,-2.1,-24.2
O=C(N/N=C/c1c[nH]c2ccccc12)c1cc(Br)ccc1O,13.5,5.5,5.8,1.3,3.1,0.7,2.3,1.2,-15.1
CC(C)CCN1CC(=O)N2Cc3[nH]c4ccccc4c3C[C@H]2C1=O,5.0,7.5,2.0,2.4,-1.9,60.2*,2.3,0.5,3.6
O=c1c2c3nc4ccccc4nc3n(-c3ccc4c(c3)OCCO4)c2ncn1C1CCCC1,2.4,2.5,-2.0,-2.0,5.1,-5.4,4.3,-5.1,7.0
Cc1ccc(S(=O)(=O)N2CCOCC2)cc1N/N=C(\C#N)c1nc2ccccc2[nH]1,-5.2,-4.9,1.1,-23.8,2.4,-26.9,-5.1,-2.7,-9.6
O=C(Nn1c(-c2ccc(Br)cc2)nc2ccccc2c1=O)c1ccc([N+](=O)[O-])cc1,-2.0,4.3,5.4,1.6,8.4,1.9,1.0,-3.7,6.7
CCOC(=O)c1c(NC(=O)CN2CCOCC2)sc2c1CCCC2,10.9,-3.0,0.7,-2.7,15.5,-2.6,-2.6,6.2,1.1
O=c1[nH]cccc1-c1nc2ccccc2n1Cc1cccc(F)c1,6.8,3.7,-0.1,-1.3,-8.2,-1.0,1.8,-1.6,-1.8
